Screening data deposited in PubChem by several laboratories.
TMEM16A act = activators or potentiators of mouse TMEM16A chloride channel; Q8BHY3; HEK293 TMEM16A/YFP-H148Q/I152L, iodide quench fluorescence; active compounds read low; B-score at 10 µM; hit rate 0.3% among 340,000; AID 623877;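 active = fluorescence-ratio B-score plate-corrected deviation score at least 3 library SD below zero, with starting fluorescence score within 5 deviations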;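 note: channel opened by trigger with iodide after compound preincubation; score built on the fluorescence ratio of max minus min over baseline; more negative score means more quench and so TMEM16A activation or potentiation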
DYRK1A inh = Dyrk1A (rat) kinase inhibition. hit rate 0.43% among 310,000. inhibition, % at 12.5 µM. Q63470. ADP-Glo luminescence, NFATc1 peptide; in the data active = inhibition above about 50%;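 note: plate controls were vehicle with enzyme for no effect and no enzyme for full effect; many of its hits are not listed in these tables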
TRPC4 PAM = allosterically enhances the mouse TRPC4 cation channel; HEK293 TRPC4beta/mu-opioid, DAMGO EC20, Fluo-4 Ca2+ flux; active compounds read high; AID 2227; hit rate 0.42% among 310,000; B-score at 10 µM; Q9QUQ5;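 active = B-score of calcium response area above 5 SD of library B-scores, with initial fluorescence ratio within 5 SD of library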;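 note: B-score of integrated fluorescence ratio over time as area under calcium response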
KCNK3 inh = human KCNK3 channel inhibition, primary screen. CHO-KCNK3 thallium flux, FluxOR fluorescence; active compounds read low. B-score at 10 µM. hit rate 0.84% among 340,000. O14649;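 active = B-score under library mean minus 4 SD, starting fluorescence ratio at most library mean plus 5 SD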;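 note: more negative B-score means stronger inhibition of thallium flux through KCNK3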
hERG protect = shields human hERG channel from block by proarrhythmic agents; CHO-hERG, FluxOR thallium flux, dofetilide IC70 present; hit rate 0.51% among 310,000; AID 1511; activation (rescue from dofetilide block), less the hit threshold, % at 10 µM;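 active = activation above the mean of controls blocked by dofetilide plus 5 SD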;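 note: thallium influx through hERG after potassium depolarization seen as dye fluorescence rise; in these data hits start at about 4.7%; inactives centre near -7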
KCNQ1 block = inhibitors of human KCNQ1 potassium channel; P51787; CHO-K1 KCNQ1, FluxOR thallium flux fluorescence; active compounds read high; B-score at 10 µM; hit rate 1.3% among 310,000; AID 2642;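 active = compounds whose thallium flux B-score, printed positive for inhibition, exceeds three library SD while starting fluorescence stays within three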;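 note: channel opened by potassium depolarization with thallium stimulus after 20 min compound exposure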
Target sequence (P51787 whole entry, looked up): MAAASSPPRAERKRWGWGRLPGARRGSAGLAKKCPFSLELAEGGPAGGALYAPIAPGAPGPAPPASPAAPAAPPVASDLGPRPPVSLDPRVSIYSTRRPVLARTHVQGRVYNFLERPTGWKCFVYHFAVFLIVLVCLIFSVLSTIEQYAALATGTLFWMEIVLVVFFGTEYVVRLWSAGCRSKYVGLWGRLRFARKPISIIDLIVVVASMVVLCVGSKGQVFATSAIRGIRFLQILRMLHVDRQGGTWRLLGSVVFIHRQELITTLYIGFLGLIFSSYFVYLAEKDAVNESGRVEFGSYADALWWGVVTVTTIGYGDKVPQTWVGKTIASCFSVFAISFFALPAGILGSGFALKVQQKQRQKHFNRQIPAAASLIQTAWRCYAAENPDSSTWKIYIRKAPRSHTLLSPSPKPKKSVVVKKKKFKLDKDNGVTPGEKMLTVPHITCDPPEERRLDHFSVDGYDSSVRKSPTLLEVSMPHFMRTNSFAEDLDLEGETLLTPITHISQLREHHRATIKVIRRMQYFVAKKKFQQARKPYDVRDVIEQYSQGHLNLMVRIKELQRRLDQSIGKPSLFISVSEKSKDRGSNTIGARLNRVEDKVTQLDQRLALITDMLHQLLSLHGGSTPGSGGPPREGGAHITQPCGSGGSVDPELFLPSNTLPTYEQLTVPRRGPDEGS
TRPC4 act = TRPC4 (mouse) channel activation | Q9QUQ5 | HEK293 TRPC4beta/mu-opioid, Fluo4 calcium fluorescence; active compounds read high | B-score at 10 µM | hit rate 0.49% among 310,000 | AID 2237;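 active = B-score above 5 SD of library B-scores, and initial fluorescence ratio not above library mean plus 5 SD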;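 note: positive B-score marks a calcium rise read as TRPC4 activation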
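Test system: HEK293 cells stably co-expressing mouse TRPC4beta and mu-opioid receptor | Schedule: Fluo4 dye loading 45 min at room temperature, 110 s recording | Measured by: Kinetic Fluo4 calcium fluorescence, 5 s baseline at 1 Hz | Evaluation: B score of integrated ratio | Controls: Buffer (low) and maximal DAMGO (high)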
HDAC3 inh = human HDAC3 inhibition | recombinant HDAC3, fluorogenic peptide/trypsin coupled, fluorescence | inhibition, % at 8.3 µM | hit rate 0.15% among 320,000; in the data active = inhibition above about 26%, passing the limit was not always enough; inconclusive = no clear call, values can overlap the other calls
Target sequence (O15379 whole entry, looked up): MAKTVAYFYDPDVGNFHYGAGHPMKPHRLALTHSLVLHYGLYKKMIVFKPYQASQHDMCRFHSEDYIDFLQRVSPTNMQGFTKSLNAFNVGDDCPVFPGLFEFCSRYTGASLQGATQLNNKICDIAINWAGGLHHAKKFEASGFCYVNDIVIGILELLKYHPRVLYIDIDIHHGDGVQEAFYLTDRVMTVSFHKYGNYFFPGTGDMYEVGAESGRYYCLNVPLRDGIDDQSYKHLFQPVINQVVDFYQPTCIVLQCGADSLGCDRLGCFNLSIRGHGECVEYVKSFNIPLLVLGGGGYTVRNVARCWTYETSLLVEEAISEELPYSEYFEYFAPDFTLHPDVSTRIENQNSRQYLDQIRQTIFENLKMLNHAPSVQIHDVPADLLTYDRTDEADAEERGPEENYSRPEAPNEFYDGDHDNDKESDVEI
ANO1 block = blocks the mouse calcium-activated chloride channel TMEM16A | Q8BHY3 | HEK293 TMEM16A/YFP iodide influx fluorescence, ionomycin | normalized B-score (activity score, 25-100; higher = stronger inhibition) at 10 µM | hit rate 1.2% among 310,000 | AID 588511;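 active = ratio plate-corrected score three or more library SD toward inhibition, starting fluorescence score within five deviations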;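 note: score derived from kinetic fluorescence span divided by baseline fluorescence per well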
KCNQ1 act = potentiators or activators of human KCNQ1 potassium channel. CHO-K1 KCNQ1, thallium flux FluxOR fluorescence; active compounds read high. hit rate 0.35% among 310,000. B-score at 10 µM. P51787;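 active = fluorescence ratio B-score, a plate-corrected score, at least three library SD, with initial intensity B-score within 5 SD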
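Doses: Single concentration per compound, DMSO matched to controls | Test system: KCNQ1-transfected CHO-K1 cells | Timing: 90 min dye loading and 20 min compound exposure, both at room temperature | Measured by: Kinetic FluxOR thallium fluorescence, 10-s 1-Hz baseline, 110-s post-stimulus read | Medium: Assay buffer with matched DMSO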
KCNK9 block = human KCNK9 channel inhibition; Q9NPC2; HEK293 KCNK9, FluxOR thallium flux fluorescence; active compounds read low; B-score at 10 µM; hit rate 1.2% among 310,000;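 active = ratio B-score over 3 SD below the library mean, with starting fluorescence within 5 SD of its mean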;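 note: negative B-score means less thallium flux so channel inhibition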
* = called active by the depositor; i = inactive; ? = inconclusive; nt = not tested or not shown.

Sequence of screens – TMEM16A act, DYRK1A inh, TRPC4 PAM, KCNK3 inh, hERG protect, KCNQ1 block, TRPC4 act, HDAC3 inh, ANO1 block, KCNQ1 act, KCNK9 block
1	CC(C)CCNc1cc(=O)n(C)c(=O)n1C
  i, 0, i, i, 1, i, i, 0, i, i, i
2	Cc1ccc(Nc2nnc(SC3CCOC3=O)s2)c(C)c1 (configuration not stated)
  i, -5, i, i, -7, i, i, 6, i, i, i
3	O=C(c1ccc(NS(=O)(=O)c2ccccc2)cc1)N1CCCC1
  i, 0, i, i, -4, i, i, -2, i, i, i
4	COCCCNC(=O)c1ccc(N(C)S(=O)(=O)c2ccc(OC)cc2)cc1
  i, 1, i, i, -11, i, i, 3, i, i, i
5	CC(=O)NC(C(=O)N1CCC(c2nc3ccccc3s2)CC1)C(C)C (configuration not stated)
  i, -2, i, i, -5, i, i, 1, i, i, i
6	Nc1nc(SCC(=O)NCCc2ccccc2)[nH]c(=O)c1-c1ccccc1
  nt, nt, i, nt, -10, i, i, 1, i, i, i
7	Cc1cc2c(c(N)n1)c(=O)oc1ccccc12
  i, 14, i, i, 2, i, i, 4, i, i, i
8	O=C(Nc1nc(NC(=O)c2ccco2)n(-c2ccccc2)n1)c1ccccc1
  i, 0, i, i, -2, i, i, -4, i, i, i
9	Cc1ccc(CNC(=O)C2CCC(=O)N(CCc3ccc(Cl)cc3)C2)s1 (configuration not stated)
  i, 0, i, i, -8, i, i, -5, i, i, i
10	COc1ccc(S(=O)(=O)N2CCOC23CCN(C(=O)c2ccccc2Br)CC3)cc1
  i, 7, i, i, -8, i, i, 3, i, i, i
11	CC1(C)CN(c2ccc(N3CC(C)(C)C3=O)cc2)C1=O
  i, -3, i, i, -7, i, i, -7, i, i, i
12	O=C1OCc2cc(-n3cccc3)ccc21
  i, nt, i, i, -8, i, i, -1, i, i, i
13	O=C(Cc1c(C(=O)O)[nH]c2ccccc12)Nc1ccc2c(c1)OCO2
  i, 1, i, i, -4, i, i, 10, i, i, i
14	CC(=O)c1nn(-c2ccccc2)cc1C(=O)c1ccc(Br)cc1
  i, 4, i, i, -6, i, i, -4, i, i, i
15	CC1=C(C(=O)N2CCCC(C(=O)c3cccc(C(F)(F)F)c3)C2)OCCO1 (configuration not stated)
  i, -5, i, i, -7, i, i, -3, i, i, i
16	O=C1CCC([N+](=O)[O-])C(c2cccc3ccccc23)N1 (configuration not stated)
  i, -1, i, i, -13, i, i, 2, i, i, i
17	CCN(CC(=O)NCc1ccc(F)cc1)C(=O)c1cccnc1SC
  i, -2, i, i, -10, i, i, 7, i, i, i
18	COC(=O)c1cn(CCOc2ccccc2F)c2ccccc12
  i, 6, i, i, -15, i, i, 8, i, i, -11*
19	COc1ccc(N/C=C2\CCOC2=O)cc1
  i, 8, i, i, -6, i, i, 3, i, i, i
20	Cn1cnnc1SCC(=O)NCc1cccc(C(F)(F)F)c1
  i, -2, i, i, -3, i, i, 6, i, i, i
21	CSc1nc2c(c(=O)[nH]1)C(c1ccncc1)C(C(=O)OC(C)C)=C(C)N2 (configuration not stated)
  i, 2, i, i, -13, i, i, -1, i, i, i
22	O=C1CCN(S(=O)(=O)c2ccc(Cl)cc2)CCN1
  i, -12, i, i, -5, i, i, 1, i, i, i
23	COCC(C)NC(=O)CCSc1nc(-c2ccc(OC)cc2)cc(C(F)(F)F)n1 (configuration not stated)
  i, -6, i, i, -7, i, i, 1, i, i, i
24	Cc1ccc(CNS(=O)(=O)c2c(C)n(C)c(=O)n(C)c2=O)cc1
  i, 4, i, i, -9, i, i, 4, i, i, i
25	CCNc1cc(Cl)nc(SC)n1
  i, 3, i, i, -10, i, i, 1, i, i, i
26	CC(=O)c1cccc(NC(=O)CCOc2ccccc2)c1
  i, 5, i, i, -8, i, i, -2, i, i, i
27	O=C1NC2(CCCCCC2)N=C1c1ccc(Br)cc1
  i, 9, i, i, -10, i, i, nt, i, i, i
28	COc1ccc(CCNC(=O)C(=O)NCCC2CCCCN2S(=O)(=O)c2ccccc2)cc1 (configuration not stated)
  i, 6, i, i, -1, i, i, nt, i, i, i
29	COC(=O)COc1ccc(C2NC(=O)NC(c3ccccc3)=C2C(C)=O)cc1OC (configuration not stated)
  i, 5, i, i, -2, i, i, 0, i, i, i
30	C[C@@H](C(=O)NC1CCCC1)N1C(=O)N2CCc3c([nH]c4ccccc34)[C@@]2(C)C1=O
  i, 3, i, i, -9, i, i, -3, i, i, i

3 compounds from above, arranged by the number in HDAC3 inh, high to low:
nr	SMILES	TMEM16A act	DYRK1A inh	TRPC4 PAM	KCNK3 inh	KCNQ1 block	TRPC4 act	HDAC3 inh	KCNQ1 act	KCNK9 block
24	Cc1ccc(CNS(=O)(=O)c2c(C)n(C)c(=O)n(C)c2=O)cc1	i	4	i	i	i	i	4	i	i
25	CCNc1cc(Cl)nc(SC)n1	i	3	i	i	i	i	1	i	i
29	COC(=O)COc1ccc(C2NC(=O)NC(c3ccccc3)=C2C(C)=O)cc1OC (configuration not stated)	i	5	i	i	i	i	0	i	i

The listing continues:
Sequence of screens – TMEM16A act, DYRK1A inh, TRPC4 PAM, KCNK3 inh, hERG protect, KCNQ1 block, TRPC4 act, HDAC3 inh, ANO1 block, KCNQ1 act, KCNK9 block
31	CCOC(=O)C(=CNc1ccc(NC2=NCC(C)(C)S2)cc1)C(=O)OCC
  i, -4, i, i, -10, i, i, 10, i, i, i
32	CC(C)CC(NC(N)=O)C(=O)Nc1ccc(Cl)c(Cl)c1 (configuration not stated)
  i, -5, i, i, -11, i, i, 4, i, i, i
33	Cc1c(NC(=O)CSCc2ccc(Br)cc2)c(=O)n(-c2ccccc2)n1C
  i, -4, i, i, -5, i, i, 1, i, i, i
34	O=C(COC(=O)c1n[nH]c2ccccc12)Nc1ccc(Cl)cc1[N+](=O)[O-]
  i, 1, i, i, -8, i, i, -8, i, i, i
35	Cc1cccc(OCC(=O)OCC(=O)c2c(N)n(C)c(=O)n(C)c2=O)c1C
  i, -3, i, i, -5, i, i, -1, i, i, i
36	O=C1CCCC/C1=C\Nc1ccc(O)cc1
  i, 37, i, i, -11, i, i, -7, i, i, i
37	Cc1c(CC(=O)O)c(=O)oc2cc3occ(-c4ccccc4)c3cc12
  i, 1, i, i, -9, i, i, 1, i, i, i
38	CC(C)c1ccc(/C=C2\SC(=O)N(CC(=O)NCCCn3ccnc3)C2=O)cc1
  i, -6, i, i, -16, i, i, 19, i, i, i
39	CCOC(=O)c1cnc(Nc2nc3ccccc3o2)nc1CSc1ncccn1
  nt, nt, i, nt, -9, i, i, -3, i, i, i
40	O=C(c1ccc2c(c1)OCO2)N1CCC2(CC1)Oc1ccc(F)cc1C(=O)C21CC(c2ccc(Cl)cc2)=NO1 (configuration not stated)
  i, 1, i, i, -8, i, i, -1, i, i, i
41	CC(C)NC(=O)C1CC(=O)N(c2ccc(F)c(Cl)c2)C1 (configuration not stated)
  i, -4, i, i, -6, i, i, -13, i, i, i
42	Cc1ccc(-c2nnc(N3CCN(C(=O)COc4cccc(C)c4)CC3)c3ccccc23)cc1
  i, nt, i, i, -12, i, i, 5, i, i, i
43	CC(=O)c1cnc2sccn2c1=O
  i, 0, i, i, -10, i, i, 2, i, i, i
44	CC(NC(=O)C1CCCN1S(=O)(=O)c1cccc2cccnc12)c1ccccc1 (configuration not stated)
  i, 1, i, i, -4, i, i, 2, i, i, i
45	O=C(NCCN1CCOCC1)c1nn2c(c1Cl)NC(c1ccccc1)CC2C(F)(F)F (configuration not stated)
  i, 1, i, i, -3, i, i, 3, i, i, i
46	COCC(O)CSc1nc(C)[nH]c1[N+](=O)[O-] (configuration not stated)
  i, 6, i, i, -3, i, i, 1, i, i, i
47	C=CCn1c(CCC(O)COCCCCC)n[nH]c1=S (configuration not stated)
  i, nt, i, i, -17, i, i, 11, i, i, i
48	CCN(CC)C(=O)CSc1nc2ccccc2o1
  i, -4, i, i, -6, i, i, 6, i, i, i
49	Cc1ccsc1/C=C/c1n[nH]c(=O)c(C#N)c1C
  i, 2, i, i, -12, i, i, -2, i, i, i
50	COc1ccc(N(C(=O)c2snc(C(N)=O)c2N)C(C(=O)NCC2CCCO2)c2ccc3ncccc3c2)cc1OC (configuration not stated)
  i, -12, i, i, -7, i, i, 2, i, i, i
51	Cc1ccc(N2C(=O)NC(NC(=O)c3ccc(Cl)cc3)(C(F)(F)F)C2=O)cc1 (configuration not stated)
  i, -1, i, i, -14, i, i, -1, i, i, i
52	COc1ccccc1NC(=O)C1=C(C)Nc2nnnn2C1c1cccc(C)c1 (configuration not stated)
  i, -5, i, i, -8, i, i, -10, i, i, i
53	COc1ccc(Cl)cc1NC(=O)CSc1nnc(COc2ccccc2)n1C
  i, -3, i, i, -10, i, i, 1, i, i, i
54	CCCCc1cc(=O)oc2cc(C)cc(OC(C)C(=O)NCC3CCC(C(=O)O)CC3)c12 (configuration not stated)
  i, -2, i, i, -9, i, i, -32, i, i, i
55	CCCCn1c(=O)cc(C)n(-c2ccccc2)c1=O
  i, -5, i, i, -9, i, i, -4, i, i, i
56	O=C(COC(=O)[C@H](Cc1ccccc1)N1C(=O)c2ccccc2C1=O)Nc1ccc2c(c1)OCO2
  i, 15, i, i, -3, i, i, 10, i, i, i
57	COC(=O)C1=C[C@@H](C(=O)OC)[C@@H]2C3=C(C(=O)[C@]2(C)NC(=O)c2ccccc2)[C@H](C)n2c(=O)n(C)c(=O)n2[C@@H]3C1
  i, 1, i, i, -3, i, i, 0, i, i, i
58	CC(C)(C)OC(=O)NCCc1nnc(SCC(N)=O)o1
  i, 1, i, i, -20, i, i, ?, i, i, i
59	CCNC(=S)N/N=C/c1ccc(OCC(=O)Nc2ccc(OC)cc2)c(OC)c1
  i, -8, i, i, -5, i, i, -6, i, i, i
60	CSc1ncccc1C(=O)OCc1ccc(C#N)cc1
  i, -4, i, i, -5, i, i, -2, i, i, i
61	O=C(CCC(=O)N1CCOc2ccccc21)NCCN1CCOCC1
  i, 4, i, i, -5, i, i, 1, i, i, i
62	Cc1nc(NC(=O)c2oc3ccccc3c2C)sc1C(=O)N(C)C
  i, 5, i, i, -15, i, i, 1, i, i, i
63	O=C1C=C(Nc2ccccc2)CC(c2ccccc2)C1 (configuration not stated)
  i, 4, i, i, -5, i, i, 0, i, i, i
64	CN(C)/C=N/c1sc2c(c1C(N)=O)CCCC2
  i, nt, i, i, -8, i, i, 0, i, i, i
65	O=C(O)CCN1C(=O)c2ccc(NC(=O)C(c3ccccc3)c3ccccc3)cc2C1=O
  i, nt, i, i, -12, i, i, -22, i, i, i

This is a subset; count on the stated rates, not on these rows.
